# GPR7 antag: antagonists of human GPR7 (neuropeptides B/W receptor 1) | P48145 | GPR7-expressing cells, fluorescence antagonist assay | inhibition, % at 4.4 µM | hit rate 1.1% among 290,000 | AID 1861; in the data active = inhibition above about 16%, passing the limit was not always enough;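 also: cells stimulated with the agonist NPW; 0% = agonist with vehicle and 100% = vehicle without agonist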
# MEKK2 WT-MEK5: raises or lowers MEK5 binding to wildtype human MEKK2 PB1 domain; Q9Y2U5; bead flow cytometry, Alexa488-MEK5 binding to MEKK2 WT; actives lie on both sides; binding response (% of control), % at 10 µM; hit rate 1.1% among 290,000; AID 1531; in the data active = binding response below about 67% or above about 130%
# OXTR agonist: human OXTR agonism. P30559. CHO-OTR cells, Fluo-8 calcium fluorescence; normalized: DMSO 0%, oxytocin 100%. activation, % at 3 µM. hit rate 0.32% among 320,000;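 active = activation above the mean of all tested compounds plus 3 SD, cutoff set per screening run, cut at about 20% in these data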;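 also: peak over basal fluorescence ratio from a 100 s FLIPR kinetic read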
# Target sequence (P30559 whole entry, looked up): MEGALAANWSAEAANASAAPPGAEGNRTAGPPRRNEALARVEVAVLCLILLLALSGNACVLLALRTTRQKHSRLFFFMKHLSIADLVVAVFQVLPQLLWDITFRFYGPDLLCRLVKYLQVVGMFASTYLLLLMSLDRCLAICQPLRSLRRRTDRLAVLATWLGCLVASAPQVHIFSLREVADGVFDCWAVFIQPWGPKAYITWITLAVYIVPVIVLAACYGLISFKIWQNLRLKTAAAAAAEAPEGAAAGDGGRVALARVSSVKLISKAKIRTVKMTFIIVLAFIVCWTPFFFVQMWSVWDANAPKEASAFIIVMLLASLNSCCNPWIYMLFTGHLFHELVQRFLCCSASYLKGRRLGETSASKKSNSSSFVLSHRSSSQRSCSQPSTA
# M18AAP inhibitor: blocks P. falciparum M18 aspartyl aminopeptidase; recombinant PfM18AAP, H-Glu-NHMec fluorogenic cleavage; inhibition, % at 7.35 µM; hit rate 1.2% among 290,000; AID 1822;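 active = inhibition above the campaign mean inhibition over all tested compounds plus 3 SD, cut at about 28% in these data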;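 also: 0% = plate median of test compound wells and 100% = 2 mM ZnCl2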
# NALP1 inh: NALP1 inhibition. inhibition, % at 10 µM. S. cerevisiae NALP1/ASC/caspase-1 growth, X-gal OD620, 72 h. hit rate 0.61% among 280,000; in the data active = inhibition mostly above about 24%, no sharp cut-off; inactive = mostly below about 32%; also: some compounds called inactive have numbers as strong as hits
# GalR3 antagonist: blocks the human galanin receptor 3. inhibition, % at 3 µM. O60755. AID 651719. HEK293 GalR3-CNG cAMP membrane potential fluorescence; galR3 body fused to GalR1 C-terminus. hit rate 0.44% among 360,000;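 active = inhibition above the screen-wide average plus 3 SD, cut at about 13% in these data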;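 also: forskolin and galanin both at EC90 stimulate the cells; cAMP rise reported by CNG channel membrane potential dye signal; 0% = forskolin plus galanin with DMSO and 100% = forskolin alone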
# OXTR potentiate: human OXTR potentiation; hit rate 0.061% among 320,000; CHO-OTR cells, Fluo-8 calcium fluorescence, potentiator mode; 0% = oxytocin EC15, 100% = EC100; activation, % at 3 µM;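 active = activation above that plate's cutoff, the mean activation of tested compounds plus 3 SD, cut at about 6.6% in these data, passing the limit was not always enough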;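 also: 100% uses oxytocin at 75 nM as the full agonist control; some results filed as inactive read as strong as hits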
#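 Assay system: CHO-OTR cells, human receptor / Also added: oxytocin at about EC15, sub-maximal agonist stimulus / Dosing: single dose, 3.0 µM nominal final compound concentration / Incubation: 6 min pre-incubation, 100 s read / Technique: Fluo-8 calcium dye fluorescence / Read-out: % activation vs EC15 and EC100 oxytocin / Benchmarks: EC15 oxytocin low, 75 nM oxytocin high / Replicates: singlicate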
# V1aR counter: counter-screen for oxytocin receptor agonists: human V1a receptor agonists | P37288 | hit rate 0.25% among 320,000 | CHO-V1R cells, Fluo-8 calcium fluorescence, agonist mode; 0% DMSO, 100% 3 nM vasopressin | activation, % at 3 µM;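 active = activation above the mean activation of all tested compounds plus 3 SD, per screening run, cut at about 20% in these data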;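 also: signal is peak over basal fluorescence ratio across a 100 second FLIPR read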
# Target sequence (P37288 whole entry, looked up): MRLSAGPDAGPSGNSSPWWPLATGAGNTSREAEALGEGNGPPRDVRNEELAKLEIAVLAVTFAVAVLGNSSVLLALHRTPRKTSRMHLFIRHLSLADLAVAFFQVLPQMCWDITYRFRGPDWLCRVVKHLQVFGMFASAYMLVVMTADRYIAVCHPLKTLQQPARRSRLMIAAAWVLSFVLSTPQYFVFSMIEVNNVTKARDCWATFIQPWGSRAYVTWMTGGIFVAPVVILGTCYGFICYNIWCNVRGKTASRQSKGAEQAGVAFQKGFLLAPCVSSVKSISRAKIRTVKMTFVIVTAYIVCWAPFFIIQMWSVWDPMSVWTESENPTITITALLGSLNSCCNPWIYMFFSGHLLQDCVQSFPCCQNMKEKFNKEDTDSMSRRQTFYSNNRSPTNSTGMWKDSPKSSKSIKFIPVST
# MEKK2 mut-MEK5: signal of MEK5 binding to mutant human MEKK2 PB1 domain. percent response, % at 10 µM. bead flow cytometry, Alexa488-MEK5 binding to MEKK2 mutant. hit rate 0.35% among 290,000. AID 1530; in the data active = percent response above about 24%, passing the limit was not always enough; also: inactives centre near 1; some results filed as inactive read as strong as hits; reference of the scale not given here
# * hit, by the source's call; · = no result given.
SMILES,GPR7 antag,MEKK2 WT-MEK5,OXTR agonist,M18AAP inhibitor,NALP1 inh,GalR3 antagonist,OXTR potentiate,V1aR counter,MEKK2 mut-MEK5
CCCCS(=O)(=O)N1CCC(C(=O)Oc2ccc(Cl)cc2)CC1,-13,108,0.5,-1,-29,-7,-5,3.7,2
COc1cc(Cl)cc2c1Sc1ccccc1/C2=C/CCN(C)C,-1,167*,4.4,1,16,·,0,4.3,19
CN1CCN(c2nc3c(c(=O)[nH]c(=O)n3C)n2CCCSc2nnnn2-c2ccccc2)CC1,-15,98,0.1,5,2,-1,-11,0.3,3
COc1ccc2oc(=O)c(-c3nc4ccccc4o3)cc2c1,-1,90,-2.0,23,18,-1,-9,0.7,2
Cc1nc2sc3c(c2c(=O)o1)CCC3,2,105,0.1,5,9,0,1,0.8,1
CCC1CCCCN1CCCNC(=O)c1ccc(CS(=O)(=O)c2ccccc2OC)o1 (configuration not stated),-5,94,-0.9,-1,14,-8,-7,0.3,0
CCC(c1c(C)[nH]oc1=O)c1c(C)[nH]oc1=O,-8,96,0.5,17,-14,-3,-3,0.9,-7
O=S(=O)(c1ccc(C2CCCCC2)cc1)N1CCOCC1,-10,91,-1.1,-21,14,-2,-5,-0.5,-3
COc1cccc(C2CC(c3ccccc3Cl)n3nc(N)nc3N2)c1 (configuration not stated),6,98,2.4,-9,6,-3,-4,1.6,0
CC(=O)N/N=C(\C)CCc1ccccc1,-17,103,-0.6,5,-11,-7,-5,-0.2,1
Cc1cccc(C)c1N1C(=O)CCC(C)(C)C1=O,10,103,4.8,-2,25,-7,-4,1.0,-1
COc1ccc(C(=O)NNC(=O)CN2CCC(n3nnc4cc(C)ccc43)CC2)cc1,-8,100,-1.9,0,9,-2,3,0.0,-2
CCCCCCCC1CC(CSc2ncn[nH]2)OC1=O (configuration not stated),21*,99,-0.6,7,7,-4,-4,0.9,3
O=C(NCC1CCCO1)c1ccc2c(=O)n(Cc3ccc(Cl)cc3)c(=S)[nH]c2c1 (configuration not stated),5,94,0.7,-7,-2,-9,-21,0.6,-4
COC(=O)c1cc2ccsc2n1CC(=O)NCC1CCCO1 (configuration not stated),-16,96,1.0,-8,-5,-1,-6,-0.7,-2

# Record cards, as listed above. Screens in order: GPR7 antag	MEKK2 WT-MEK5	OXTR agonist	M18AAP inhibitor	NALP1 inh	GalR3 antagonist	OXTR potentiate	V1aR counter	MEKK2 mut-MEK5
# CN1CCN(c2nc3c(c(=O)[nH]c(=O)n3C)n2CCCSc2nnnn2-c2ccccc2)CC1 in the list: -15	98	0.1	5	2	-1	-11	0.3	3
# CCCCCCCC1CC(CSc2ncn[nH]2)OC1=O (configuration not stated) in the list: 21*	99	-0.6	7	7	-4	-4	0.9	3
# COc1ccc2oc(=O)c(-c3nc4ccccc4o3)cc2c1 in the list: -1	90	-2.0	23	18	-1	-9	0.7	2
# COc1cccc(C2CC(c3ccccc3Cl)n3nc(N)nc3N2)c1 (configuration not stated) in the list: 6	98	2.4	-9	6	-3	-4	1.6	0

# (continued)
SMILES,GPR7 antag,MEKK2 WT-MEK5,OXTR agonist,M18AAP inhibitor,NALP1 inh,GalR3 antagonist,OXTR potentiate,V1aR counter,MEKK2 mut-MEK5
CCc1cc2c(NC(Cc3ccccc3)C(=O)O)ncnc2s1 (configuration not stated),-5,105,·,-2,9,-10,·,·,6
CCN(C[C@H]1N[C@@](C)(C(=O)OC)[C@H]2C(=O)N(C)C(=O)[C@@H]12)C(=O)c1ccccc1,·,·,2.0,·,·,-7,-5,1.0,·
CCCN1Cc2cccc(C(=O)NC3CCCC3)c2C1=O,-7,108,-1.3,2,8,-4,-4,-0.9,4
COc1ccc(C(CC(=O)O)NC(=O)Cc2ccccc2)cc1OC (configuration not stated),-12,89,1.1,1,17,-1,4,0.1,-3
O=C(Nc1cccn2ncnc12)C(F)(F)F,1,103,1.5,4,-8,-3,4,2.0,-1
CSc1nc2ccc(NS(=O)(=O)c3c(Cl)cccc3Cl)cc2s1,5,101,-0.4,-1,9,-1,-9,0.8,1
COc1cccc(-c2csc3ncnc(Sc4nnnn4C)c23)c1,·,·,-1.0,·,·,-4,-2,-0.9,·
COc1ccc(N(C(=O)c2snc(C(N)=O)c2N)C(C(=O)NCc2ccc(F)cc2)c2ccc(C)o2)c(OC)c1 (configuration not stated),-6,96,1.1,6,9,-8,-7,1.3,-1
O=C(N/N=C/c1ccco1)c1cc(-c2ccc3ccccc3c2)n[nH]1,-6,·,2.7,8,12,-8,-14,0.4,·
CCOC(=O)C1CCCN(c2nnnn2-c2ccccc2)C1 (configuration not stated),1,·,-0.4,5,24,0,-9,0.3,·
C/C(=N\N)c1c(-c2ccccc2)c2cc(C)ccc2[nH]c1=O,-15,105,0.8,1,23,-8,-5,-0.2,3
CC(=O)Nc1ccc(/C=N/N2CCCCC2)cc1,-8,107,-0.7,-13,7,9,-17,1.2,-1
C=CCSc1nnc(NC(=O)c2ccc(Cl)nc2)s1,13,108,1.4,-11,-7,0,-3,2.4,7
Cc1ccc(C(=O)NC2CCCCCCC2)c(Cl)c1,-19,102,-2.1,2,25,-2,0,-1.4,3
C=CCNC(=S)Nc1cccc(NC(=S)NCC=C)c1,-5,99,0.0,-1,20,2,-2,0.7,-1
COCCNC(=O)c1c(NC(=O)c2nc(SC)ncc2Cl)sc2c1CCCC2,-9,82,-0.7,0,25,-2,-8,0.3,-10
CCC1(C)COC(C)(CC(=O)NNC(=O)Nc2ccccc2)OC1 (configuration not stated),-3,103,-0.3,-4,7,-3,-12,0.1,0
Cc1ccc(S(=O)(=O)c2nc(-c3ccc(F)cc3)oc2N2CCOCC2)cc1,16,96,-1.8,0,10,-6,3,-0.3,-1
O=c1cccccc1NN=C1CCCCC1,-5,101,0.5,22,·,-4,2,-0.2,5
O=C(NC1CCCCC1)c1nc2c(nnn2Cc2ccccc2Cl)c(=O)[nH]1,11,87,-2.0,4,3,-3,3,0.0,-6
Cc1cccn2cc(CCNS(=O)(=O)c3ccc4c(c3)OCCO4)nc12,-13,101,1.5,6,·,·,-3,0.3,2
Cc1ccc(C(CC(=O)c2ccc(Cl)cc2)C(=O)O)cc1 (configuration not stated),-1,78,0.1,-5,0,-4,-10,1.6,-12
O=C(CNC(=O)C1CCCCC1)NC1CCCCC1,-14,106,-0.1,3,0,-9,-5,0.2,7
Cc1ccc(C2=CSC3=NS(=O)(=O)CCN23)cc1C,-5,96,1.7,1,9,-2,-7,2.1,1
CC(=O)c1c(C(C)=O)c(C)n(C2CCCCC2)c1C,-3,102,1.7,-5,2,-3,-3,-0.4,4
COc1cc(NC(=O)COC(=O)/C=C/c2ccc(OC)c(OC)c2)cc(OC)c1,-7,100,-1.6,-14,17,-7,-23,-1.1,0
COc1ccc2sc(N(CCCN(C)C)C(=O)c3nc4ccccc4s3)nc2c1,-7,195*,0.1,3,11,-5,-6,-0.1,25
CC1(c2ccccc2)NC(=O)N(CCOc2ccccc2)C1=O (configuration not stated),12,91,-1.3,-1,-12,0,-14,0.4,-1
CSc1ccccc1C(=O)NC1CCSc2ccccc21 (configuration not stated),-5,99,0.7,-2,15,-3,-8,2.0,0
CCCNC(=O)CCn1nc(-c2ccccc2)c2ccccc2c1=O,-14,96,-1.2,1,6,·,-1,-1.3,-3
CC1CCCC(NC(=O)CCCn2c(=S)[nH]c3ccccc3c2=O)C1C (configuration not stated),-17,99,-1.9,-2,-10,-3,-7,-0.9,-4
O=C(CN1C(=O)COc2ccc(S(=O)(=O)N3CCOCC3)cc21)Nc1cccc(Cl)c1,-2,101,1.1,-2,27,-7,-6,11,1
CN(C(=O)CSc1nc2ccc(Cl)cc2[nH]1)C1CCS(=O)(=O)C1 (configuration not stated),·,·,0.6,·,·,0,-3,0.4,·
Cc1cccc(C(=O)N2CCN(c3ccc([N+](=O)[O-])c(NCc4ccco4)c3)CC2)c1,-22,98,-2.6,3,13,-3,-15,-0.6,5
O=C(Nc1cccc(Cl)c1)c1nc[nH]c1C(=O)NCCCNC(=O)c1[nH]cnc1C(=O)Nc1cccc(Cl)c1,·,·,1.2,·,·,2,-2,-0.4,·
O=[N+]([O-])c1c(Nc2ccccc2O)cc(N2CCOCC2)c2nonc12,-12,95,1.9,4,·,4,-5,4.2,2
COC(=O)c1ccc(CSc2nc3cc(Cl)ccc3o2)cc1,-17,99,-0.2,8,1,-7,-3,0.2,1
CNC(=O)CCn1nc(-c2ccc(C)cc2)c2ccccc2c1=O,2,107,-2.0,-1,17,·,0,-0.1,9
O=C(COC(=O)c1ccc(Cl)nc1)NC(=O)c1ccccc1,1,100,-0.9,2,27,0,-1,4.4,-5
CC1CCc2sc(C(=O)NNC(=S)NCC3CCCO3)cc2C1 (configuration not stated),-10,110,0.4,10,-5,-2,2,1.3,8
CSc1ccccc1OCc1cc(C(=O)NC(C)Cc2cccc(C)n2)no1 (configuration not stated),7,103,-0.6,-6,16,-1,-12,0.3,4
COc1ccc(CNC(=O)C(NC(C)=O)C(=O)Nc2ccc(C(C)C)cc2)cc1 (configuration not stated),-7,91,-0.5,-7,-12,-1,-8,-0.9,-7
C/C(=N/NC(=O)Cc1c(C)[nH][nH]c1=O)c1ccc(O)cc1,-20,113,0.5,4,24,-3,1,0.3,2
Cc1ccc(Cl)cc1N(CC(=O)N1CCCCCC1)S(C)(=O)=O,5,102,-1.1,-2,-8,-6,-3,-0.1,2
O=C1C(=O)N(CCCN2CCOCC2)C(c2ccc([N+](=O)[O-])cc2)/C1=C(/O)c1ccc2c(c1)OCO2 (configuration not stated),4,99,0.0,31*,14,2,-6,0.5,-1
O=C(c1ccccc1)N1CCN(C(=O)N2CCOCC2)CC1,-11,99,-0.7,-2,-27,-2,-9,0.7,-4
Cc1c(CC(=O)NCC(=O)O)c(=O)oc2cc3oc4c(c3cc12)CCCC4,-3,107,·,1,13,-5,·,·,11
CCOC(=O)c1ccccc1NC(=O)CSC(C)C(=O)Nc1cc(C)on1 (configuration not stated),·,·,-1.2,·,·,-2,6,-0.6,·
COC(=O)c1ccc(C2C(C#N)=C(C)NC3=C2C(=O)CC(C)(C)C3)cc1 (configuration not stated),24,90,-0.1,9,-10,-3,-7,1.7,-3
O=C(Cc1ccc(Br)cc1)NCCc1ccccc1,·,·,-1.6,·,·,-3,1,-1.1,·
COc1ccccc1OCCOCCn1cnc2ccccc2c1=O,-10,110,-0.7,1,15,0,-6,0.8,6
COCC1CCN(C(=O)c2ccc(OC3CCN(Cc4ccccn4)CC3)cc2)C1 (configuration not stated),-9,106,0.1,-12,6,-4,-2,0.9,7
COc1ccccc1C(=O)NC(CCSC)C(=O)NCc1ccccn1 (configuration not stated),·,·,-1.9,·,·,-3,3,-0.4,·
O=C(CC1C(=O)NCCN1CC1CCCCC1)NCCCN1CCOCC1 (configuration not stated),-11,109,0.6,8,8,-1,0,1.1,6
CC(C)(C)c1[nH]nc2c1C(c1cccnc1)C(C#N)=C(N)O2 (configuration not stated),-12,101,0.0,-5,-21,-6,-4,0.1,6
Cc1snc2sc(C(=O)c3ccc(F)cc3)c(N)c12,5,89,0.6,41*,·,2,-4,0.2,-17
CC(C)C(=O)Nc1cccc(NC(=S)NC(=O)c2ccc3c(c2)OCO3)c1,-6,103,-0.1,6,14,2,7,1.8,2

# Screening results from PubChem.
